# Bioassay records deposited in PubChem BioAssay by several laboratories.
# S1P3 antag: S1P3 receptor antagonists, primary screen, cell-based. Sphingosine 1-phosphate receptor 3 (Homo sapiens), Q99500. CHO S1P3 NFAT-BLA reporter, FRET fluorescence, antagonist mode. inhibition, % at 4.98 µM. 170,000 compounds, 0.27% hits. AID 485, 2006;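 active = inhibition above the plate cutoff, the mean inhibition of test wells on that plate plus 3 SD, cut at about 28% in these data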;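 also: cells challenged with S1P at its EC80 of 0.8 µM; blue over green emission ratio from cleaved BLA substrate after 4 h stimulation; 0% = S1P-stimulated wells and 100% = unstimulated DMSO-only wells; some compounds past the cut are filed as inactive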
# Target sequence (Q99500 whole entry, looked up): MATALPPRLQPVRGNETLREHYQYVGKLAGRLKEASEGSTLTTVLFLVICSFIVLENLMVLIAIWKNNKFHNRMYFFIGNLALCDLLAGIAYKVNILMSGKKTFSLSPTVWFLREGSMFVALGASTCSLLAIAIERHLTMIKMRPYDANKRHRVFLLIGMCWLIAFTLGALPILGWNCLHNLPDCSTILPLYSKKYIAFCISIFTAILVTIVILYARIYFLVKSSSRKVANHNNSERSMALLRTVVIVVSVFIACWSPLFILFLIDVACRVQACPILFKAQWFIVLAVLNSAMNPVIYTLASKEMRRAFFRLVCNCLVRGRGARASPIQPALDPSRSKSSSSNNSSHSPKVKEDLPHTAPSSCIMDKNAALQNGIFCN
# RAM inhibit: inhibitors of the yeast RAM network, primary screen, dse1pr::URA3 reporter, 5-FOA selection; S. cerevisiae dse1pr::URA3 reporter, 5-FOA growth OD615, 2 d; analog-sensitive cbk1-as2 kinase mutant strain; inhibition, % at 50 µM; 190,000 compounds, 1.8% hits; AID 868, 2007;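 active = inhibition above a set limit, 3 SD over mean compound inhibition, cut at about 8.4% in these data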;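 also: 0% = DMSO-only wells with no growth and 100% = 10 µM 1-NA-PP1 full growth; inhibition rescues growth on 5-FOA so higher OD means more RAM inhibition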
# STAT1 blocker: STAT1 signaling inhibitors, primary screen, cell-based, HTS, luciferase reporter | AID 920, 2007 | 200,000 compounds, 0.35% hits | NIH 3T3 STAT1-luciferase reporter, IFN-gamma, luminescence | inhibition, % at 5.5 µM;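 active = inhibition above a set limit, the mean inhibition across all tested compounds plus 3 SD, cut at about 34% in these data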;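 also: 0% = IFN-gamma with DMSO and 100% = IFN-gamma with 300 µM nifuroxazide; values of inactives mirror those of a sister screen read the other way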
# TLR4-MyD88 BLA: inhibitors of TLR4-MyD88 association in cells, primary screen, cell-based, HeLa CL3-4, BLA complementation, FRET ratio | Toll-like receptor 4 (Homo sapiens) + Myeloid differentiation primary response protein … | HeLa CL3-4 TLR4/MyD88 BLA complementation | inhibition, % at 8.4 µM | 200,000 compounds, 0.18% hits | AID 861, 2007; in the data active = inhibition above about 25%;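 also: 0% = vehicle and 100% = reference inhibitor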
# PPARg SRC1 recr: PPARgamma agonists recruiting SRC-1 coactivator, primary screen, biochemical. AID 631, 2007. 200,000 compounds, 0.41% hits. PPARgamma-SRC-1 coactivator recruitment biochemical assay. Peroxisome proliferator-activated receptor gamma (Homo sapiens), P37231. activation, % at 8 µM; in the data active = activation above about 19%;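 also: 0% = DMSO and 100% = reference agonist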
# STAT3 inh: IL-6 driven STAT3 reporter inhibitors, primary screen, U3A cells, luciferase, luminescence, MLSCN library; 190,000 compounds, 0.89% hits; IL-6 STAT3-luciferase reporter; host cell line lacks STAT1; AID 862, 2007; inhibition, % at 5.5 µM;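 active = inhibition above the mean inhibition across all screened compounds plus 3 SD, cut at about 44% in these data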;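 also: 0% = DMSO only wells and 100% = 100 µM nifuroxazide control wells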
# STAT3 act: IL-6 driven STAT3 reporter potentiators, primary screen, U3A cells, luciferase, luminescence, MLSCN library. activation (% of control), % at 5.6 µM. 190,000 compounds, 0.91% hits. AID 871, 2007. IL-6 STAT3-luciferase reporter; 100% = signal with IL-6 EC80 alone;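 active = activation above the screen-wide mean of compound activation plus 3 SD, cut at about 130% in these data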;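 also: 0% = background luminescence of wells with medium and substrate only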
#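 Test system: human U3A cells carrying STAT3-luciferase construct; control set: IL-6-only wells as 100% reference; timing: compound pre-incubation 1 h before IL-6, then 6 h stimulation at 37 °C; also added: IL-6 stimulus at 33 ng/mL final; evaluation: % activation versus median of IL-6-stimulated wells; detection: reporter luminescence signal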
# PPARg SRC-3 ag: PPARgamma agonists recruiting SRC-3 coactivator, primary screen, biochemical. biochemical PPARgamma/SRC-3 coactivator recruitment assay. 200,000 compounds, 0.26% hits. activation, % at 8 µM. AID 731, 2007. Peroxisome proliferator-activated receptor gamma (Homo sapiens), P37231; in the data active = activation above about 23%;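 also: 0% = DMSO and 100% = reference agonist; some compounds past the cut are filed as inactive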
# ROMK primary: ROMK potassium channel modulators, primary screen, cell-based, thallium flux, MLSMR library | AID 1918, 2009 | Tet-inducible ROMK, thallium flux fluorescence; actives lie on both sides | ATP-sensitive inward rectifier potassium channel 1 (Homo sapiens), P48048 | 130,000 compounds, 2% hits | B-score at 10 µM;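 active = signal ratio slope over the read window, or its plate-corrected B-score, at least 3 SD from the plate mean, either direction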;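 also: B-score of the F/F0 ratio slope over 7 to 12 s after thallium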
# Target sequence (P48048 whole entry, looked up): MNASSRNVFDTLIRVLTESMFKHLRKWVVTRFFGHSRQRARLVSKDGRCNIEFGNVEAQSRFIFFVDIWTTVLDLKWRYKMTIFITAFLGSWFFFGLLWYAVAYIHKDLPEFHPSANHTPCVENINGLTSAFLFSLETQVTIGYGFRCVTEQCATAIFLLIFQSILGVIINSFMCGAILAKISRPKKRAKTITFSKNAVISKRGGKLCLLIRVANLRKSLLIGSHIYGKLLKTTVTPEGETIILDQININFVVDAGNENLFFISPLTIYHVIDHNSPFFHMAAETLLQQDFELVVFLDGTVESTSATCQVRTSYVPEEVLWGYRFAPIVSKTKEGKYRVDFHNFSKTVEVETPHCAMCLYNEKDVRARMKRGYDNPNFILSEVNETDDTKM
# PPARg SRC2 recr: agonists of PPARg-SRC-2 recruitment, primary screen, biochemical, HTS | Peroxisome proliferator-activated receptor gamma (Homo sapiens), P37231 | PPARgamma LBD-SRC-2 recruitment | activation, % at 8 µM | 200,000 compounds, 0.34% hits; in the data active = activation above about 22%;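 also: 0% = vehicle and 100% = reference agonist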
# TR-FRET SRC-2 ct: TR-FRET signal artefacts, primary screen, artefact control for PPARgamma SRC-2 agonist project, biochemical. TR-FRET artefact counter-screen; stronger effect = higher value. 200,000 compounds, 0.4% hits. TR-FRET ratio at 8 µM. AID 1049, 2008; in the data active = TR-FRET ratio above about 2000; also: inactives centre near 1500
# Active calls of the source: *; / = not tested or not shown.
SMILES,S1P3 antag,RAM inhibit,STAT1 blocker,TLR4-MyD88 BLA,PPARg SRC1 recr,STAT3 inh,STAT3 act,PPARg SRC-3 ag,ROMK primary,PPARg SRC2 recr,TR-FRET SRC-2 ct
Cc1ccc(C(=O)Cn2cccn2)cc1,-26,-0.4,-7,-17,7,1,100,0,1.1,3,1458
CC(=O)c1[nH]c(C)c(C(C)=O)c1C,/,0.5,-10,-5,3,0,101,-1,/,0,1586
O=C(c1cnn2c1NC(c1ccc(Br)cc1)CC2C(F)(F)F)N1CCN(C23CC4CC(CC(C4)C2)C3)CC1 (stereo unspecified),/,-0.4,3,-1,-3,1,102,-1,/,6,1403
CC1CCCN(S(=O)(=O)c2ccc(C(=O)Nc3ccccc3-c3nc4ccccc4[nH]3)cc2)C1 (stereo unspecified),-5,9.8*,3,4,3,-1,104,0,0.042,8,1525
NC(=O)c1sc2nc3c(c(-c4cccs4)c2c1N)CCCC3,12,4.5,2,-2,1,25,84,5,-0.0086,4,1446
COc1ccc(N2CCN(c3ccc(C(N)=O)cc3[N+](=O)[O-])CC2)cc1,8,1.0,-3,-9,7,15,94,-2,-0.12,-4,1310
Cc1ccc(S(=O)(=O)NCC(=O)OCC(=O)N(Cc2ccccc2)C(C)(C)C)cc1,-8,0.8,0,-19,-1,-8,108,-3,0.019,4,1511
O=C(O)c1cccc(NS(=O)(=O)c2cccc3cccnc23)c1,-16,1.7,-4,8,3,3,102,-10,/,6,1631
CN(c1ccc(C(=O)N2CCN(Cc3ccc4c(c3)OCO4)CC2)cc1)S(C)(=O)=O,-10,-0.6,3,7,-7,4,100,0,/,0,1351
Cc1ccc(-c2nnc(-c3cccc(NC(=O)c4cccs4)c3)o2)cc1,/,5.3,-14,-4,8,20,91,2,/,10,1472
CC(C)(C)c1cc(C(=O)O)nn1-c1ccccc1,/,1.3,-7,-1,-3,43,65,-4,/,-1,1420
COc1ccc2c(OC)cc(=O)n(C)c2c1,-8,-0.1,-3,-9,0,5,99,-2,0.54,-6,1456
Cc1cc(C)nc(/N=C(\N)Nc2ccc(S(=O)(=O)O)cc2)n1,-15,2.2,-5,5,3,6,101,1,0.29,10,1794
C/C(Cn1cnc([N+](=O)[O-])n1)=N\NC(=O)c1ccccc1O,-10,0.1,-5,11,-4,-7,109,-1,/,-2,1566
CC(=O)Nc1nc(NC(=O)/C=C/c2ccccc2)n(-c2ccccc2)n1,-1,0.8,9,-5,0,8,95,3,0.12,-2,1658
CCc1nc(SCC(=O)O)c(C#N)cc1C,/,0.7,1,-3,3,6,95,4,0.027,7,1596
Cc1ccccc1/C=N/Nc1nc2ccccc2[nH]1,1,-1.0,-5,15,4,19,87,11,1.8,17,1658
COc1cc(S(=O)(=O)NCc2cccnc2)c(OC)cc1Br,/,1.5,4,-5,-2,12,92,3,/,6,1574
CCCSc1nnc(CSc2nc(C)cc(C)n2)n1C,10,2.1,-1,-21,13,8,98,-1,/,2,1587
CCOC(=O)C(CSCC(=O)c1ccc(Cl)cc1Cl)NC(=O)OC(C)(C)C (stereo unspecified),/,2.0,1,8,1,6,97,4,/,-1,1538
CN(C)S(=O)(=O)c1ccc(NC(=O)C2CCCN(C(=O)c3ccc(Cl)cc3)C2)cc1 (stereo unspecified),1,0.3,8,-7,5,19,90,5,1.5,3,1403
Cc1n[nH]c(C)c1S(=O)(=O)N1CCCC(C(=O)Nc2ccc3c(c2)OCCO3)C1 (stereo unspecified),-14,0.6,-6,5,3,10,95,2,/,1,1545
Cc1ccc2ncccc2c1NS(=O)(=O)c1ccccc1,/,0.1,4,-14,6,2,101,9,-0.79,0,1598
Cc1ccccc1C(=O)Nc1ccc2c(c1)OCO2,20,1.0,-7,-5,6,42,69,-13,/,8,1458
COc1ccc(-c2cc(C3CCN(c4ncccc4[N+](=O)[O-])CC3)[nH]n2)cc1,/,1.7,4,-5,-1,30,79,4,0.94,9,1588

# Continuation.
SMILES,S1P3 antag,RAM inhibit,STAT1 blocker,TLR4-MyD88 BLA,PPARg SRC1 recr,STAT3 inh,STAT3 act,PPARg SRC-3 ag,ROMK primary,PPARg SRC2 recr,TR-FRET SRC-2 ct
O=C(CN1N=C(c2ccc(Cl)cc2)CCC1=O)NCc1cccnc1,-3,0.0,0,1,1,1,102,-1,0.77,0,1517
N#Cc1c(NC(=O)CSc2ncc(-c3ccccc3)n2CC2CCCO2)sc2c1CCCC2 (stereo unspecified),11,5.1,2,3,-4,-31,131,1,/,5,1745
COc1cccc(CC2(CO)CCCN(Cc3cn[nH]c3C3CCCCC3)C2)c1 (stereo unspecified),4,-0.1,7,1,7,-1,105,2,-1.3,0,1610
COc1ccc(NC(=O)COC(=O)Cc2c(F)cccc2Cl)cc1,-14,0.8,-4,-11,0,5,100,5,2.1,9,1614
COc1ccc(NC(=O)Cn2c(-c3ccc(OC)cc3)cn(-c3ccc(C)cc3)c2=O)cc1,/,3.1,-8,5,-5,21,87,2,1.7,9,1303
Cc1cccc2sc(NC(=O)C3c4ccccc4Oc4ccccc43)nc12,/,3.5,3,1,1,4,106,9,/,-2,1703
COc1ccc(C2CC(c3c(Cl)cccc3Cl)n3nc(N)nc3N2)cc1 (stereo unspecified),-40,1.1,-4,-16,-2,5,100,3,/,6,1572
CCC(C)(C)NC(=O)C(c1cccn1C)N(Cc1ccc(C)cc1)C(=O)Cn1nnc2ccccc21 (stereo unspecified),-12,2.1,0,11,9,1,102,-19,0.66,8,1481
COc1ccc(C(=O)N(c2ccc(C)cc2)C2C=CS(=O)(=O)C2)cc1OC (stereo unspecified),-17,2.0,-12,4,1,6,101,3,0.33,4,1674
Cn1nc(C(=O)OCC(=O)Nc2ccc3ccccc3c2)c2ccccc2c1=O,7,0.4,4,10,3,-2,106,-1,-0.8,9,1539
COc1ccc(/C(O)=C2/C(=O)C(=O)N(CC3CCCO3)C2c2cccc(O)c2)cc1 (stereo unspecified),/,3.5,2,-3,18,9,100,5,/,11,1557
CCc1ccc(OCCCC(=O)Nc2ccc(S(N)(=O)=O)cc2)cc1,-21,3.1,10,16,0,11,94,11,-1.3,5,1726
COc1ccccc1NC(=O)C1=C(C)NC(=O)NC1c1ccc(C)s1 (stereo unspecified),2,-0.3,1,-11,-1,-4,109,-4,0.036,1,1435
COc1ccc(CNC(=O)C2CCN(C(=O)N3CCOc4ccc(C)cc43)CC2)cc1,-20,0.8,3,-8,-7,-2,105,7,-1.4,-2,1490
Cc1noc(C)c1S(=O)(=O)N(C)Cc1ccccc1,-3,0.4,-5,2,-4,1,100,-7,0.53,-5,1505
CN(CC(=O)NCCc1ccc(F)cc1)Cc1cccc(Cl)c1,-22,1.6,-3,6,7,-4,104,2,-0.34,9,1782
CCn1cnc2scc(-c3ccccc3)c2c1=O,19,2.4,1,-14,3,-12,112,1,/,1,1363
CCNCCC(=O)N1c2ccccc2Sc2ccc(NC(=O)OCC)cc21,/,0.1,6,-10,-5,0,101,-12,-2.2,-2,1572
CCCCOC(=O)CNc1n[nH]c(=S)[nH]c1=O,/,1.2,9,0,48*,7,100,95*,0.6,66*,2722*
CN(C)S(=O)(=O)Oc1cc(Cl)ccc1C(=O)Nc1ccc(F)cc1F,3,2.2,7,-3,3,17,95,2,-1.1,11,1626
Cc1cc(C)c2cc(CN(Cc3nnnn3Cc3ccc(F)cc3)C3CCCC3)c(=O)[nH]c2c1,/,3.5,-8,-10,3,-8,109,6,/,0,1455
O=C(Cc1ccccc1)NCC1OCCc2ccccc21 (stereo unspecified),-12,1.3,7,15,2,7,97,1,/,5,1653
CCOC(=O)N1CCC(NC(=O)c2ccc(CNS(=O)(=O)c3ccc(F)cc3)cc2)CC1,/,4.1,8,-19,-2,1,100,-4,/,2,1472
CC(C)OC(=O)CCNc1n[nH]c(=O)[nH]c1=O,/,2.7,-7,-20,6,12,93,-3,0.052,2,1671
CCn1c(SCC(N)=O)nc2c(c1=O)C1(CCCC1)Cc1ccccc1-2,/,0.8,2,0,-6,2,98,-2,-1.2,5,1356

# Some values from the results shown.
# COc1ccc(N2CCN(c3ccc(C(N)=O)cc3[N+](=O)[O-])CC2)cc1 | ROMK primary = -0.12
# C/C(Cn1cnc([N+](=O)[O-])n1)=N\NC(=O)c1ccccc1O | STAT3 act = 109

# (listing goes on)
SMILES,S1P3 antag,RAM inhibit,STAT1 blocker,TLR4-MyD88 BLA,PPARg SRC1 recr,STAT3 inh,STAT3 act,PPARg SRC-3 ag,ROMK primary,PPARg SRC2 recr,TR-FRET SRC-2 ct
CC(=O)Nc1ccc(NC(=O)COc2c(C)cc(Br)cc2C)cc1,-27,3.2,0,-11,9,21,88,-3,0.74,-1,1561
CCOC(=O)CC(=O)CSc1nc2c(c(C)c1C#N)CCC2,-10,0.1,7,-7,7,15,90,7,2.3,4,1381
Cc1cc(Oc2ccc(Cl)cc2)nc(SCC(=O)c2ccccc2)n1,2,4.2,8,-10,-3,8,93,1,-0.055,3,1606
COc1cc(CNC(=O)c2cccc(COc3ccc(Cl)cc3)c2)cc(OC)c1,-10,12*,-8,-8,-5,19,83,1,/,1,1333
CCOC(=O)C1CCN(C(=O)C2(NC(=O)Nc3ccccc3Cl)CCCCC2)CC1,-16,1.0,3,3,4,1,103,8,/,-1,1557
CCCN(Cc1ccc(N(C)C)cc1)CC1CC1,/,0.0,-6,5,1,-6,102,-3,-1.3,0,1330
O=C(COC(=O)/C=C/c1ccco1)NCc1ccc2c(c1)OCO2,0,3.4,-5,-15,0,2,104,2,-0.2,10,1754
Cc1c(C(O)CN2CCC(C(N)=O)CC2)c2ccccc2n1C (stereo unspecified),-7,2.3,10,-5,-4,8,101,-6,/,-4,1356
Cc1ccc(NC(=O)CCC(=O)N/N=C/c2ccco2)c(C)c1,-11,0.9,-7,5,1,-10,106,2,-0.072,1,1723
CCCCCCn1cnc2c(c1=O)c1nc3ccccc3nc1n2/N=C/c1ccco1,-18,3.3,5,4,4,31,80,11,-0.23,1,1363
Cc1ccccc1N=C/C=C1/C=C(c2ccccc2)OC(C)(C)O1,/,-0.1,16,-4,5,1,100,-7,-0.17,6,1713
